Screening data as filed in PubChem.
M1 antag: blocks human M1 muscarinic receptor; P11229; CHO-K1 hM1, Fluo-8 calcium fluorescence, ACh EC80 antagonist; inhibition, % at 3 µM; hit rate 1.3% among 360,000;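 active means percent inhibition above its own plate's cutoff, namely the mean of that plate's compound wells plus 3 SD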;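 further: peak over basal fluorescence ratio during 140 s after agonist addition; 0% = ACh EC80 plus DMSO and 100% = DMSO alone without agonist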
Target sequence (P11229 whole entry, looked up): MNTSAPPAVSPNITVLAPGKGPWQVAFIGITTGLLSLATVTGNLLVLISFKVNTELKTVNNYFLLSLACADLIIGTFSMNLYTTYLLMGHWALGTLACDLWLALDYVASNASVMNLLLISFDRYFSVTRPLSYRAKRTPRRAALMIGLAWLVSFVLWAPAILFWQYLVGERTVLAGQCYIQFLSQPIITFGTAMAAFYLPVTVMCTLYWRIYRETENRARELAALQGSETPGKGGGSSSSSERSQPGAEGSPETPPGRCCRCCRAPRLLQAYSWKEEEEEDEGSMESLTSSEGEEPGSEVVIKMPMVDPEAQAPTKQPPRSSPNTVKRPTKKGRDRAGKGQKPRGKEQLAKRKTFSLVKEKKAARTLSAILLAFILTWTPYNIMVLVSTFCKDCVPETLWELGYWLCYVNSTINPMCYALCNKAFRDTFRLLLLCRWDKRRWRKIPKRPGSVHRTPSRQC
M1 PAM: human CHRM1 positive allosteric modulation | activation, % at 3 µM | AID 588819 | hit rate 0.088% among 360,000 | P11229 | CHO-K1 hM1, Fluo-8 calcium fluorescence, ACh EC20; 0% = ACh EC20, 100% = maximal ACh; in the data active means activation above about 19%, passing the limit was not always enough
TAAR1 ag: agonists of human TAAR1. Q96RJ0. CHO RD-HGA16 TAAR1, Fluo-8 calcium fluorescence; vehicle wells 0%, saturating PEA agonist 100%. activation, % at 3 µM. hit rate 0.99% among 360,000;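 active means activation above the mean activation of all test compounds in the run plus 3 SD, cut at about 38% in these data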
Target sequence (Q96RJ0 whole entry, looked up): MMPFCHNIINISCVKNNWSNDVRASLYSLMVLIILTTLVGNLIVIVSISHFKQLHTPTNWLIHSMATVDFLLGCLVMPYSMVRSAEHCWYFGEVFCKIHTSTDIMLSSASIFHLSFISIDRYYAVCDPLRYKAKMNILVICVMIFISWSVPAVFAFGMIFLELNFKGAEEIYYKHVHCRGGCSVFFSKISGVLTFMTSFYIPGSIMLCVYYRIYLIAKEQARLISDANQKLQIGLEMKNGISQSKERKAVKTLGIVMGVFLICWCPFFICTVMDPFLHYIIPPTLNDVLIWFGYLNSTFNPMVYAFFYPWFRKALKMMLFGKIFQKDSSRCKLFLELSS
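test system = CHO RD-HGA16 cells carrying human TAAR1 plus Gα16 | schedule = 17-24 h seeding, 75 min 37 °C dye, 30 min RT | compound dosing = 3 µM single concentration | control set = DMSO and PEA EC100 | replicates = n 1 | signal = Fluo-8 fluorescence, 5 s baseline then 140 s kinetic read | measure = percent activation vs PEA EC100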
CHRM5 PAM: potentiates acetylcholine response at human M5 receptor; P08912; CHO-K1 hM5, Fluo-8 calcium, ACh EC20 PAM; 0% = ACh EC20, 100% = ACh EC100; activation, % at 3 µM; hit rate 0.3% among 360,000;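 active means activation above the run cutoff, the mean activation of all test compounds plus 3 SD, cut at about 18% in these data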
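Assay system: CHO-K1 hM5 cells. Also added: acetylcholine at EC20 concentration, added after compound. Dosing: 3 µM, single dose. Times: compound preincubation 140 s before EC20 acetylcholine addition. Signal: Fluo-8 calcium fluorescence. Measure: % activation relative to EC20 and EC100 ACh responses. Repeats: singlicate, one well per test compound.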
CHRM5 antagonist: CHRM5 antagonism in calcium assay. P08912. CHO-hM5 cells, Fluo-8 calcium fluorescence, ACh EC80. inhibition, % at 3 µM. hit rate 0.59% among 360,000;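 active means inhibition above a per-plate cutoff, the mean of that plate's test compounds plus 3 SD, cut at about 27% in these data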;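 further: 0% = acetylcholine EC80 with DMSO and 100% = DMSO without agonist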
CHRM4 antagonist: CHRM4 antagonism in calcium assay; inhibition, % at 3 µM; CHO-hM4 cells, ACh EC80, Fluo-8 calcium fluorescence; hit rate 0.73% among 360,000;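 active means inhibition above its plate's cutoff, the mean inhibition of sample wells plus 3 SD, cut at about 27% in these data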;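 further: 0% = acetylcholine EC80 with DMSO and 100% = DMSO without agonist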
CHRM1 agonist: human M1 muscarinic receptor agonism; P11229; CHO-K1 hM1, Fluo-8 calcium fluorescence, agonist mode; 0% DMSO, 100% acetylcholine EC100; activation, % at 3 µM; hit rate 0.33% among 360,000;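 active means activation above the run's mean compound activation plus 3 SD, cut at about 16% in these data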;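 further: peak over basal fluorescence ratio within a 140 s kinetic read after compound addition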
CHRM5 agonist: agonists of human muscarinic M5 receptor (CHRM5). P08912. CHO-K1 hM5 cells, Fluo-8 calcium fluorescence; 0% DMSO wells, 100% maximal acetylcholine response. activation, % at 3 µM. hit rate 0.19% among 360,000. AID 624037;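 active means activation above the run's mean over test compounds plus 3 SD, cut at about 23% in these data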;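 further: signal is peak over basal fluorescence ratio across the kinetic read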
CHRM4 agonist: agonists of human muscarinic M4 receptor (CHRM4); P08173; AID 624127; activation, % at 3 µM; CHO-K1 hM4/Gqi5, Fluo-8 calcium fluorescence; vehicle 0%, full acetylcholine response 100%; hit rate 0.14% among 360,000;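 active means activation above the run mean over all test wells plus 3 SD, cut at about 32% in these data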;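 further: peak over basal fluorescence ratio per well then scaled between controls; 0% = DMSO wells and 100% = acetylcholine at EC100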
Active calls of the source: *. This is a subset, so the mix of outcomes need not match the whole.

O=C(COC(=O)/C=C/c1ccc2c(c1)OCO2)NCc1ccccc1 was read as M1 antag -8.4, M1 PAM 9.7, TAAR1 ag 7.6, CHRM5 PAM -1.7, CHRM5 antagonist -6.3, CHRM4 antagonist -11.4, CHRM1 agonist -1.9, CHRM5 agonist 2.9 and CHRM4 agonist 2.1.
`CCN(CC)CCOc1ccccc1OC` gave M1 antag -1.9, M1 PAM 1.3, TAAR1 ag 1.1, CHRM5 PAM 2.4, CHRM5 antagonist -0.8, CHRM4 antagonist 1.8, CHRM1 agonist -6.4, CHRM5 agonist -6.8 and CHRM4 agonist 0.6.
Screening CC(C)(C)/C(O)=C/c1nc2ccccc2[nH]c1=O returned M1 antag 0.3, M1 PAM -1.2, TAAR1 ag 0.7, CHRM5 PAM -0.2, CHRM5 antagonist -1.6, CHRM4 antagonist 1.1, CHRM1 agonist -3.5, CHRM5 agonist 0.7 and CHRM4 agonist -0.7.
`O=C1Nc2ccccc2CN2C(=O)c3cc(Cl)ccc3NC(=O)C12` (stereo unspecified) gave M1 antag -30.9, M1 PAM 7.6, TAAR1 ag 4.0, CHRM5 PAM 0.2, CHRM5 antagonist 6.0, CHRM4 antagonist 1.7, CHRM1 agonist 0.4, CHRM5 agonist 1.4 and CHRM4 agonist 2.0.
Screening COc1ccc(NC(=O)NCCCN2CCCC2=O)cc1 returned M1 antag -7.6, M1 PAM 7.2, TAAR1 ag 0.0, CHRM5 PAM -4.6, CHRM5 antagonist 5.8, CHRM4 antagonist -8.8, CHRM1 agonist -1.5, CHRM5 agonist 1.4 and CHRM4 agonist 1.7.
Screening CC12CN3CCN(CC(C3)/C1=N/NC(=O)Nc1ccccc1)C2 returned M1 antag 3.7, M1 PAM -0.1, TAAR1 ag 3.3, CHRM5 PAM -1.0, CHRM5 antagonist 0.3, CHRM4 antagonist 4.7, CHRM1 agonist -10.0, CHRM5 agonist -2.5 and CHRM4 agonist -0.5.
Screening C=C(C)CN(CC)C(=O)c1ccc(OC2CCN(S(=O)(=O)N(C)C)CC2)cc1 returned M1 antag 3.0, M1 PAM 0.8, TAAR1 ag 16.3, CHRM5 PAM -0.5, CHRM5 antagonist 8.8, CHRM4 antagonist -4.3, CHRM1 agonist 0.4, CHRM5 agonist 3.1 and CHRM4 agonist 3.9.
c1cncc(CNc2ncnc3sccc23)c1 was read as M1 antag -3.8, M1 PAM 11.6, TAAR1 ag 4.6, CHRM5 PAM -9.2, CHRM5 antagonist 10.9, CHRM4 antagonist 2.0, CHRM1 agonist -9.4, CHRM5 agonist 0.4 and CHRM4 agonist 4.9.
Screening COc1ccccc1C(=O)Nc1ccc(Oc2nnc(-c3ccc(C)cc3)c3ccccc23)cc1 returned M1 antag -10.9, M1 PAM 5.0, TAAR1 ag -0.9, CHRM5 PAM 4.1, CHRM5 antagonist 1.2, CHRM4 antagonist -8.8, CHRM1 agonist -6.8, CHRM5 agonist -3.2 and CHRM4 agonist 0.2.
Cc1cc(N2CCCC2)ccc1/C=C1/C(=O)N(C)C(=S)N1C was read as M1 antag 3.1, M1 PAM 9.2, TAAR1 ag 14.5, CHRM5 PAM -6.1, CHRM5 antagonist 10.2, CHRM4 antagonist 1.8, CHRM1 agonist -4.9, CHRM5 agonist 0.5 and CHRM4 agonist 1.5.
`COc1cccc(/C=C2\SC(=S)N(NC(=O)c3ccncc3)C2=O)c1` gave M1 antag -4.5, M1 PAM 3.1, TAAR1 ag 1.1, CHRM5 PAM -0.8, CHRM5 antagonist 9.1, CHRM4 antagonist 11.5, CHRM1 agonist -5.2, CHRM5 agonist 1.2 and CHRM4 agonist 0.5.
`CN=C1N(C)C[C@@H]2[C@@H]3C(=O)N(C)C(=O)[C@@H]3[C@](C)(C(=O)OC)N12` gave M1 antag -16.1, M1 PAM 9.4, TAAR1 ag 0.2, CHRM5 PAM -2.0, CHRM5 antagonist -11.1, CHRM4 antagonist -11.0, CHRM1 agonist -1.8, CHRM5 agonist -0.7 and CHRM4 agonist -0.7.
CCC(C)NC(=O)c1ccc2c(SCC(=O)O)c3c(nc2c1)CCCC3 (stereo unspecified) was read as M1 antag -6.5, M1 PAM 5.9, TAAR1 ag 3.2, CHRM5 PAM -8.9, CHRM5 antagonist 8.1, CHRM4 antagonist -0.5, CHRM1 agonist -5.4, CHRM5 agonist -2.2 and CHRM4 agonist 0.5.
For CCN(CC)CC(=O)NCC1(c2ccccc2)CCCC1 the results were M1 antag 65.8*, M1 PAM -26.6, TAAR1 ag 0.6, CHRM5 PAM 0.7, CHRM5 antagonist 4.6, CHRM4 antagonist 38.6*, CHRM1 agonist -7.6, CHRM5 agonist -17.6 and CHRM4 agonist 0.3.
`CCCCOCC1CC(CC#CCN2CCCCC2)C(=O)O1` (stereo unspecified) gave M1 antag 2.6, M1 PAM -5.2, TAAR1 ag 4.2, CHRM5 PAM -6.7, CHRM5 antagonist 12.7, CHRM4 antagonist -0.3, CHRM1 agonist -13.6, CHRM5 agonist -5.9 and CHRM4 agonist 0.7.
`CNC(=O)Cc1csc2ccc(Cl)cc12` gave M1 antag -10.3, M1 PAM -2.2, TAAR1 ag 17.4, CHRM5 PAM -1.8, CHRM5 antagonist 2.0, CHRM4 antagonist -1.9, CHRM1 agonist -3.9, CHRM5 agonist -1.8 and CHRM4 agonist 0.0.
Screening Cc1ccc(S(=O)(=O)CCc2nnc(NC(=O)c3cccs3)s2)cc1 returned M1 antag 6.1, M1 PAM -6.8, TAAR1 ag 4.1, CHRM5 PAM -16.2, CHRM5 antagonist 10.5, CHRM4 antagonist -8.9, CHRM1 agonist -2.0, CHRM5 agonist 2.2 and CHRM4 agonist 11.8.
`CCOc1ccccc1CN1CCCC(CNC(=O)Cc2ccc(OC)cc2)C1` (stereo unspecified) gave M1 antag 4.8, M1 PAM -4.3, TAAR1 ag -0.6, CHRM5 PAM -7.3, CHRM5 antagonist 2.4, CHRM4 antagonist 4.7, CHRM1 agonist -9.3, CHRM5 agonist -11.3 and CHRM4 agonist -0.3.
Screening COc1ccc(C(=O)NCCN2CCN(C(=O)c3ccc(OC)cc3)CC2)cc1 returned M1 antag 21.1, M1 PAM -4.9, TAAR1 ag 0.3, CHRM5 PAM -0.4, CHRM5 antagonist 2.2, CHRM4 antagonist -0.4, CHRM1 agonist -4.6, CHRM5 agonist -0.4 and CHRM4 agonist 0.0.
Screening Cc1c(Cl)cccc1NC(=S)NC(=O)c1ccccc1 returned M1 antag -4.9, M1 PAM 2.7, TAAR1 ag 2.4, CHRM5 PAM -1.1, CHRM5 antagonist -3.9, CHRM4 antagonist -11.2, CHRM1 agonist -2.9, CHRM5 agonist -1.1 and CHRM4 agonist -1.6.
Screening Oc1ccc(-c2cn3c(n2)SCC3)cc1O returned M1 antag 2.5, M1 PAM 2.5, TAAR1 ag 5.9, CHRM5 PAM 4.5, CHRM5 antagonist -5.6, CHRM4 antagonist 16.5, CHRM1 agonist -2.0, CHRM5 agonist -1.2 and CHRM4 agonist 0.2.
Screening CCOc1ccccc1NC(=O)N1CCCC(c2nc3c(nnn3Cc3ccc(C)cc3)c(=O)[nH]2)C1 (stereo unspecified) returned M1 antag -7.8, M1 PAM 7.3, TAAR1 ag 11.0, CHRM5 PAM 2.7, CHRM5 antagonist -6.0, CHRM4 antagonist -6.9, CHRM1 agonist -6.0, CHRM5 agonist -2.2 and CHRM4 agonist 0.6.
`Cc1ccc(C(=O)Nc2cnc3ccccc3c2)cc1` gave M1 antag -13.7, M1 PAM -1.1, TAAR1 ag 1.9, CHRM5 PAM -1.2, CHRM5 antagonist -2.7, CHRM4 antagonist -3.8, CHRM1 agonist -0.3, CHRM5 agonist -2.2 and CHRM4 agonist 1.6.
`Cc1cc(C)nc(NC2=NCC(=O)N2c2cc(Cl)cc(Cl)c2)n1` gave M1 antag 0.1, M1 PAM 7.3, TAAR1 ag 1.7, CHRM5 PAM 7.2, CHRM5 antagonist -2.3, CHRM4 antagonist 6.6, CHRM1 agonist -2.3, CHRM5 agonist -1.4 and CHRM4 agonist 1.1.
For CCN1C(=O)/C(=C\c2cn(-c3ccccc3)nc2-c2cccnc2)SC1=S the results were M1 antag -4.7, M1 PAM 6.5, TAAR1 ag 3.6, CHRM5 PAM -3.5, CHRM5 antagonist 3.8, CHRM4 antagonist -1.3, CHRM1 agonist -3.1, CHRM5 agonist 1.8 and CHRM4 agonist 1.2.
For Cc1csc(NC(=O)CSc2nc3sc(C)c(C)c3c(=O)[nH]2)n1 the results were M1 antag 9.5, M1 PAM 1.4, TAAR1 ag 17.9, CHRM5 PAM 2.3, CHRM5 antagonist -3.7, CHRM4 antagonist 2.8, CHRM1 agonist -1.2, CHRM5 agonist 0.9 and CHRM4 agonist 1.0.
Screening COc1ccc(CN2CCOCCOCCOCCOCC2)cc1 returned M1 antag -10.5, M1 PAM 8.2, TAAR1 ag 8.3, CHRM5 PAM 4.5, CHRM5 antagonist -3.6, CHRM4 antagonist 1.2, CHRM1 agonist -5.8, CHRM5 agonist -2.7 and CHRM4 agonist 0.5.
For Cc1occc1C(=O)NNC(=S)NCc1ccc(Cl)cc1 the results were M1 antag -3.9, M1 PAM 3.8, TAAR1 ag 5.0, CHRM5 PAM -5.8, CHRM5 antagonist 5.5, CHRM4 antagonist -1.7, CHRM1 agonist -2.2, CHRM5 agonist -2.4 and CHRM4 agonist 1.4.
For O=C(CCCn1ncn2c(cc3occc32)c1=O)NCc1cccc(Cl)c1 the results were M1 antag -20.1, M1 PAM 23.2, TAAR1 ag 3.7, CHRM5 PAM 2.2, CHRM5 antagonist 2.5, CHRM4 antagonist -12.7, CHRM1 agonist 1.4, CHRM5 agonist -3.2 and CHRM4 agonist 3.1.
Screening O=C1CCCCC(=O)c2ccccc2N1 returned M1 antag -10.4, M1 PAM 5.5, TAAR1 ag 5.4, CHRM5 PAM 2.0, CHRM5 antagonist -5.3, CHRM4 antagonist -2.8, CHRM1 agonist -1.4, CHRM5 agonist -1.9 and CHRM4 agonist 0.4.
For O=P(Cc1cccc2ccccc12)(c1ccccc1)c1ccccc1 the results were M1 antag -14.9, M1 PAM 12.9, TAAR1 ag 1.4, CHRM5 PAM 1.2, CHRM5 antagonist -1.9, CHRM4 antagonist -0.8, CHRM1 agonist -1.7, CHRM5 agonist 2.1 and CHRM4 agonist 5.7.
`NS(=O)(=O)c1ccc(N/N=C/C=C/c2ccccc2[N+](=O)[O-])cc1` gave M1 antag 5.4, M1 PAM -2.6, TAAR1 ag 33.2, CHRM5 PAM 0.3, CHRM5 antagonist -0.7, CHRM4 antagonist 2.8, CHRM1 agonist -3.5, CHRM5 agonist -1.1 and CHRM4 agonist 10.2.
c1ccc2c(Cn3ccnc3)c[nH]c2c1 was read as M1 antag 1.6, M1 PAM 1.3, TAAR1 ag 54.2*, CHRM5 PAM 3.6, CHRM5 antagonist 0.4, CHRM4 antagonist -3.7, CHRM1 agonist -1.7, CHRM5 agonist -0.8 and CHRM4 agonist 0.3.
